IMPase Li cell – IMPase inhibition in cells with lithium potentiation | 0.35% of 210,000 active | Potency, µM (highest dose often 59.4 µM), for the others: at the top dose activity, negative = IMPase inhibition, usual class: inhibitors | CHO-M1 cells, IP1 TR-FRET (IP-One), carbachol + lithium;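 further: IP1 builds up when IMPase is blocked and the TR-FRET signal falls; potency means the concentration at half of the fitted maximal effect; plate controls were basal vehicle for no effect and high inhibitor control for full effect; nearly all actives have a fitted effect of over 50% in size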
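CHO-M1, 2000 cells/well, 16–30 h culture; cpd + low Li+, 30 min 37C; lysis with d2-IP1/Eu-anti-IP1 Ab, 10 min RT; TR-FRET 665/620 ratio and 620 channel; AC50 via Hill.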
SMN2 splice up – SMN2 splice variant enhancement | HEK293 SMN2-luciferase splicing reporter, luminescence, 30-36 h | Potency, µM (doses to about 46.1 µM), inactives show top-dose activity change, positive = activation, actives largely listed as activators | 2.8% of 210,000 active | AID 1458; further: potency means the concentration at half of the fitted maximal effect; % of control where 0% means no effect; nearly all actives have a fitted effect of over 55% in size
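HEK293 cells carry an SMN2 […]–luciferase reporter in which exon 7 inclusion puts luciferase in frame. Cells were plated 10-12 h before compound addition, then incubated 30-36 h at 37C. ONE-Glo luminescence was read; sodium butyrate at 4.5 mM final served as control.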
HTT ATP protect – Huntington cell model cytoprotection by ATP luminescence; PC12 HTT-Q103 induced, cytoprotection, ATP luminescence, 40 h; Potency, µM (highest dose often 56.4 µM), for inactives: cytoprotection (ATP increase), usual class: activators; 0.14% of 230,000 active; AID 1471;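 further: potency means the concentration at half of the fitted maximal effect; % of control where 0% means no effect; nearly all actives have a fitted effect of over 45% in size; toxic huntingtin expression switched on by the ecdysone agonist tebufenozide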
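Stable PC12 Q103-GFP cells in serum-supplemented, phenol red-free DMEM; induction by tebufenozide at 100 nM final; compound dose series; cell viability quantified luminescently from ATP.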
HttQ103 aggreg – inhibitors of mutant huntingtin aggregate formation in PC12 cells | AID 1688 | PC12 HttQ103-GFP aggregates, Acumen cytometry, 40 h | Potency, µM (doses to about 46.1 µM), without a hit: at the top dose activity change, negative = inhibition, hits mostly inhibitors | 1.1% of 220,000 active; further: potency means the concentration at half of the fitted maximal effect; on the % scale 0 is the no-effect control and ±100 the full control effect; nearly all actives have a fitted effect of over 60% in size
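PC12/HTTQ103-GFP, ecdysone-inducible; teb 100 nM; cpd qHTS titration; GFP aggregates read on laser cytometer, Ex 488/Em 500-530 nm.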
LMNA splice mod – LMNA splicing modulation. AID 1487. 0.01% of 200,000 active. Potency, µM (series often up to 46.1 µM), without a hit: top-dose ratio change, negative = inhibition, hits mostly inhibitors. HeLa LMNA splicing GFP/RFP minigene ratio, 48 h; active means well fitted inhibition curve with a large enough effect in the signal ratio, with a control signal flat, not every such curve was filed as active; inconclusive means small, poorly fitted or top-dose-only effect, or effect the other way, or a change in a side signal; the % refers to the signal ratio; further: potency means the concentration at half of the fitted maximal effect; on the % scale 0 is the no-effect control and ±100 the full control effect
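S3 HeLa cells stably expressing lamin A-EGFP splicing minigene plus DsRed2, 600 cells/well, 48 h compound exposure at 37C. Laser-scanning cytometry; analysed as GFP (500-530 nm)/RFP (575-640 nm) total intensity ratio; 0.5% DMSO vehicle.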
KinaseGlo FLuc – counter-screen: inhibitors of Kinase-Glo firefly luciferase; AID 1379; Kinase-Glo luciferase, ATP luminescence, 8 min; Q27757; 0.28% of 200,000 active; Potency, µM (highest dose often 38.3 µM), for the others: at the highest dose activity change, negative = inhibition, actives largely listed as inhibitors; further: potency means the concentration at half of the fitted maximal effect; on the % scale 0 is the no-effect control and ±100 the full control effect; nearly all actives have a fitted effect of over 60% in size
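Light output from Kinase-Glo luciferase with luciferin and 10 uM ATP in 50 mM imidazole pH 7.2, KCl, MgCl2, Tween 20, BSA; compound pin-delivered, 8-min ambient incubation, then luminescence read.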
CBFb-RUNX1 inh – inhibitors of human CBF-beta and RUNX1 interaction. Potency, µM (titrated, usually from 59.8 µM), for inactives: at the top dose activity, negative = inhibition, actives largely listed as inhibitors. Q01196+Q13951. AlphaScreen CBFb-His/RUNX1-biotin binding, biochemical. 230,000 tested, under 10 active. AID 1477; further: % of control where 0% means no effect
Target sequence (Q01196 whole entry, looked up): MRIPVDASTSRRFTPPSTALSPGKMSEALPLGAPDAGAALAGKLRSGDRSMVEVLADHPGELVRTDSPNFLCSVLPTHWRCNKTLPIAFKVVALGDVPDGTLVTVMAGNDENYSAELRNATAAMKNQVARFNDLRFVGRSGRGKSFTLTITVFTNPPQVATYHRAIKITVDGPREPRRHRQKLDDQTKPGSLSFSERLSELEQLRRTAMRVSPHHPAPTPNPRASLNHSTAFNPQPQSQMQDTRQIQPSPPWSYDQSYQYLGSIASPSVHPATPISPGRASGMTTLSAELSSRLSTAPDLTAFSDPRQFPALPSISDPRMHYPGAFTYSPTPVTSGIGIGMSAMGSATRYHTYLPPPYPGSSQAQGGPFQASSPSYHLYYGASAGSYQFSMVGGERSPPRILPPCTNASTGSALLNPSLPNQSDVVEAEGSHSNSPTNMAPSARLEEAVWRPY
Target sequence (Q13951 whole entry, looked up): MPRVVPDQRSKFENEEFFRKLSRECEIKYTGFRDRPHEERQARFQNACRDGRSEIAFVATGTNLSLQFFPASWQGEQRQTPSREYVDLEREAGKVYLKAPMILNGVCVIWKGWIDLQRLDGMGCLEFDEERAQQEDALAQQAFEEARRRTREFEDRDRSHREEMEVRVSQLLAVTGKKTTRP
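CBF-beta (His) and RUNX1 (biotin), 30 nM each; 20 min preassociation; + compound, 15 min; + beads 50 ng each (Ni, streptavidin), 90 min; RT; AlphaScreen read.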
* hit, by the source's call; ? = inconclusive; . = no result given; [ ] = dose if it differs, or a comment. Unless noted, the call rests on the fitted dose curve; in most records, active means well fitted curve in the direction sought with a large enough effect; inconclusive means small, poorly fitted or top-dose-only effect, or another doubt; inactive means no such curve, though single readings can be large; an effect the other way counts as inactive or inconclusive. Random draw from the library; overall some 4% were active at least once.

canonical_smiles	IMPase Li cell	SMN2 splice up	HTT ATP protect	HttQ103 aggreg	LMNA splice mod	KinaseGlo FLuc	CBFb-RUNX1 inh
Cc1nc2nc(C)c(CCC(=O)N3CCOCC3)c(C)n2n1	8%[38.3 µM]	-10%	0%	5%	5%	-3%	7%
Nc1nonc1C(=Nc1ccc(Br)cc1)NO	-3%[38.3 µM]	-33%	-10%	-18%	-10%	0%	-4%
CCCc1nc2c([nH]1)C(c1cccnc1)C(C#N)=C(N)O2 (stereo not given)	-5%	8%	.	16%	-5%	-4%	4%
CC(=O)N1CCN(C(=S)c2ccc([N+](=O)[O-])cc2)CC1	13%[38.3 µM]	-17%	-4%[10 µM]	6%	-9%	6%	4%
COc1ccccc1NC(=O)CN1CCN(C(=O)c2ccco2)CC1	-1%	-37%[inhibitor]	-24%[1.9 µM]	-1%	-6%	-1%	2%
CS(=O)(=O)c1cnc2c(-c3ccc(F)cc3)cnn2c1N	13%[38.3 µM]	?	-69%[inhibitor]	-12%	0%	-2%	2%
Cc1ccccc1C(=O)NC(=S)Nc1ccccc1N1CCCC1	5%	?	-23%	-2%[9.22 µM]	?	2%	-30%
CCC(C)NC(=O)C1CCN(c2nc(OC)nc(OC)n2)CC1 (stereo not given)	5%	4%	-4%[1.9 µM]	-8%	-2%	-2%	14%
O=C(CSc1ccccc1C(=O)O)NC1CCCCCCC1	30%[38.3 µM]	-3%	27%	0%	12%	-2%	0%
CC(NC(=O)Nc1ccccc1)C(c1ccccc1)N1CCOCC1 (stereo not given)	2%	-4%	-4%[10 µM]	17%	-5%	-1%	-4%
O=C(Cn1cc2c(n1)CCCC2)NC1CCCCCC1	25%[38.3 µM]	23%	-4%[10 µM]	-4%	-6%	5%	3%
Cc1ccccc1C(=O)Nc1nnc(-c2ccco2)s1	-12%	2µM*	-84%[inhibitor]	12%	-16%[46 µM]	-10%	1%
Cc1ccc(CC(=O)Nc2nncs2)cc1	-5%	-4%	6%[10 µM]	-12%	-15%	2%	0%
c1ccc2cc(CNCc3cccc4ccccc34)ccc2c1	.	.	4%[10 µM]	18%[9.22 µM]	.	.	14%
Cn1ccc(-c2ccccc2)n1	-15%	2%	-8%	-6%	.	0%	5%

Remaining list, next part.
canonical_smiles	IMPase Li cell	SMN2 splice up	HTT ATP protect	HttQ103 aggreg	LMNA splice mod	KinaseGlo FLuc	CBFb-RUNX1 inh
Cn1c(SCC(=O)c2ccc3c(c2)OCCO3)nnc1C(F)(F)F	.	.	-2%[10 µM]	-10%[9.22 µM]	.	.	-4%
O=C(CSc1n[nH]c(=O)n1C1CC1)Nc1ccc(Cl)c(Cl)c1	.	.	8%[10 µM]	11%[9.22 µM]	.	.	2%
COc1cccc(/C(O)=C2/C(=O)C(=O)N(CCN3CCOCC3)C2c2cccs2)c1 (stereo not given)	4%[38.3 µM]	28%	-11%	6%	-1%	-1%	-2%
CC(/C=N/NC(=O)Cn1nccc1C)=C\c1ccc(C(C)C)cc1	0%	10%	.	-7%	-4%	-2%	3%
Nc1nc(SCC(=O)Nc2ccc(Oc3ccccc3)cc2)n[nH]1	16%	-45%[inhibitor]	-12%[10 µM]	5%	?	0%	-17%
O=C(CSc1nc(-c2ccco2)cc(C(F)(F)F)n1)N1CCN(c2ccc(Cl)cc2)CC1	7%	-11%	-16%[10 µM]	-27%	?	1%	2%
COc1cc(/C=C/C(=O)Nc2ccc(C)cc2)cc(OC)c1OC	3%	1%	6%[0.074 µM]	?	-5%	0%	4%
CC1CCCC(C)N1/N=C/c1ccccc1C(=O)O (stereo not given)	-2%	13%	16%	5%	0%[46 µM]	-2%	0%
C(=N\Nc1ncnc2sc3c(c12)CCC3)/c1cccs1	19%[38.3 µM]	-47%[inhibitor]	-77%[inhibitor]	?	?	6%	-13%
CC1CC(C)CN(CC(=O)c2cccs2)C1 (stereo not given)	-4%	14%	-31%	9%	-19%[46 µM]	1%	14%
Cc1nc(NC(=S)NC(=O)c2ccccc2)sc1C(=O)N(C)C	12%[38.3 µM]	2%	-54%[inhibitor]	6%	4%	-3%	1%
COC(=O)c1ccc(C(NC(=O)OCc2ccccc2)/C(F)=C/[C@@H](C)C(=O)NCc2cc(F)cc(F)c2)cc1 (stereo not given in full)	-1%	-4%	13%	.	.	1%	-4%
O=C(Nc1ccccc1N1CCN(c2ccccc2)CC1)C12CC3CC(CC(C3)C1)C2	2%	-15%	11%[10 µM]	-18%	-10%	-4%	4%
CCOc1ccccc1NC(=O)CCC(=O)O	2%[38.3 µM]	12%	15%	3%	-2%	1%	-1%
Cc1ccccc1-n1c(-c2cccnc2)n[nH]c1=S	-7%[38.3 µM]	-3%	3%[0.074 µM]	13%	7%	2%	1%

Next section:
canonical_smiles	IMPase Li cell	SMN2 splice up	HTT ATP protect	HttQ103 aggreg	LMNA splice mod	KinaseGlo FLuc	CBFb-RUNX1 inh
CC(=O)Nc1nc2ccccc2n1CCN1CCOCC1	2%	16%	-2%[0.074 µM]	7%	-11%	0%	-2%
COc1ncc2nc(-c3cn(C)c4ccccc34)c(=O)n(CCc3ccccc3)c2n1	-11%	.	10%	.	-6%	.	.
O=C(NCc1c(F)cccc1F)c1cc(COc2c(F)cccc2F)on1	-15%	.	-9%[10 µM]	-7%[9.22 µM]	.	-7%	0%
O=C1CCC/C(=N/NC(=O)c2ccc(NS(=O)(=O)c3cccs3)cc2)C1	-2%	3%	.	20%	.	3%	-16%
N#C/C(=C/c1ccc(-c2ccccc2[N+](=O)[O-])o1)C(=O)NCCN1CCCCC1	.	.	12%[10 µM]	-12%[9.22 µM]	.	.	-11%
Cc1ccc(S(=O)(=O)CC(=O)c2ccc(C)c([N+](=O)[O-])c2)cc1	17%[38.3 µM]	-8%	5%[10 µM]	8%	3%	5%	5%
O=C(Nc1cccnc1)c1cnn2c(C(F)F)cc(C3CC3)nc12	-2%[38.3 µM]	-7%	-24%	?	1%	-6%	-5%
COc1ccc2nc(N3CCCC3)c(C#N)cc2c1	10%[38.3 µM]	-22%	-29%[10 µM]	-25%	4%	-1%	?
COc1ccc(C(=O)COC(=O)/C=C/c2ccc(S(=O)(=O)Nc3cccc(S(N)(=O)=O)c3)cc2)cc1	8%	24%	-42%[inhibitor]	-2%	?	1%	1%
CCN1CCN(c2ncc3c(n2)CC(c2cc(OC)c(OC)c(OC)c2)CC3=O)CC1 (stereo not given)	2%[38.3 µM]	0%	-28%	-4%	-28%	-14%	2%
Cc1onc(-c2ccccc2)c1CNS(=O)(=O)c1ccc(F)cc1F	.	.	6%[10 µM]	-7%[9.22 µM]	.	.	10%
COC(=O)COc1ccc(/C=C2/SC(=O)N(CC(=O)N3CCCC3)C2=O)cc1Br	8%[38.3 µM]	-4%	5%	17%	?	-7%	2%
CCCCCCCCCC(=O)NC(CN1CCOCC1)[C@H](O)c1ccccc1 (stereo not given in full)	8%	-39%[inhibitor]	.	.	?	-1%	16%
Cc1cccc2nc(Cn3c(=O)n(CCCC(=O)NCc4ccco4)c(=O)c4ccccc43)cc(=O)n12	-1%	-5%	.	-9%	23%	0%	-2%
CCc1sc(NC(=O)CCC(=O)O)nc1-c1cc2ccccc2oc1=O	-9%	-8%	-12%	13%	6%[46 µM]	0%	-6%

Exported with two lines to a compound: part of the list above
Sequence of screens: IMPase Li cell | SMN2 splice up | HTT ATP protect | HttQ103 aggreg | LMNA splice mod | KinaseGlo FLuc | CBFb-RUNX1 inh
Cc1nc2nc(C)c(CCC(=O)N3CCOCC3)c(C)n2n1
    8%[38.3 µM] | -10% | 0% | 5% | 5% | -3% | 7%
Nc1nonc1C(=Nc1ccc(Br)cc1)NO
    -3%[38.3 µM] | -33% | -10% | -18% | -10% | 0% | -4%

Entries from the list above containing an aryl methoxy group:
canonical_smiles	IMPase Li cell	SMN2 splice up	HTT ATP protect	HttQ103 aggreg	LMNA splice mod	KinaseGlo FLuc	CBFb-RUNX1 inh
COc1ccccc1NC(=O)CN1CCN(C(=O)c2ccco2)CC1	-1%	-37%[inhibitor]	-24%[1.9 µM]	-1%	-6%	-1%	2%
CCC(C)NC(=O)C1CCN(c2nc(OC)nc(OC)n2)CC1 (stereo not given)	5%	4%	-4%[1.9 µM]	-8%	-2%	-2%	14%
COc1cccc(/C(O)=C2/C(=O)C(=O)N(CCN3CCOCC3)C2c2cccs2)c1 (stereo not given)	4%[38.3 µM]	28%	-11%	6%	-1%	-1%	-2%
COc1cc(/C=C/C(=O)Nc2ccc(C)cc2)cc(OC)c1OC	3%	1%	6%[0.074 µM]	?	-5%	0%	4%
COc1ncc2nc(-c3cn(C)c4ccccc34)c(=O)n(CCc3ccccc3)c2n1	-11%	.	10%	.	-6%	.	.
COc1ccc2nc(N3CCCC3)c(C#N)cc2c1	10%[38.3 µM]	-22%	-29%[10 µM]	-25%	4%	-1%	?
COc1ccc(C(=O)COC(=O)/C=C/c2ccc(S(=O)(=O)Nc3cccc(S(N)(=O)=O)c3)cc2)cc1	8%	24%	-42%[inhibitor]	-2%	?	1%	1%
CCN1CCN(c2ncc3c(n2)CC(c2cc(OC)c(OC)c(OC)c2)CC3=O)CC1 (stereo not given)	2%[38.3 µM]	0%	-28%	-4%	-28%	-14%	2%

Additional entries:
canonical_smiles	IMPase Li cell	SMN2 splice up	HTT ATP protect	HttQ103 aggreg	LMNA splice mod	KinaseGlo FLuc	CBFb-RUNX1 inh
Cc1cc2cc(C(c3nnnn3Cc3ccco3)N3CCc4ccccc43)c(=O)[nH]c2cc1C (stereo not given)	.	.	-32%	-4%	15%	.	?
CCN(CC)S(=O)(=O)c1ccc(-c2csc(C)n2)cc1	.	.	-127%[inhibitor]	-22%	.	.	4%
Fc1ccc(COc2cccc3cccnc23)cc1	7%	29%	-25%	2%	18%[46 µM]	-3%	7%
Cc1cccc(C(=O)O)c1NC(=O)c1ccc(F)cc1	7%	11%	10%[10 µM]	-23%	-4%	2%	4%
O=C(CCl)Nc1ccccc1C(=O)Nc1ccc2c(c1)OCO2	.	.	-35%[10 µM]	2%[9.22 µM]	.	.	4%
O=C(Nc1ccc2c(c1)OCCO2)C1CCN(C(=O)c2ccccc2)CC1	-10%[38.3 µM]	-4%	-14%	1%	3%	-10%	-4%
COC(=O)n1c(=O)oc2ccccc21	3%[38.3 µM]	-2%	-10%[10 µM]	2%	3%	-3%	0%
